From PubChem BioAssay
SRC2 inh = inhibits human steroid receptor coactivator 2. inhibition, % at 9 µM. AID 651957. Q15596. 370,000 compounds, 0.17% hits. HEK293 GAL4-SRC2 luciferase reporter, luminescence;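 active = inhibition above the mean inhibition of all tested compounds plus 3 SD, set per campaign, cut at about 52% in these data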;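 also: 0% = DMSO treated cells and 100% = cells given Gossypol at 36 µM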
Target sequence (Q15596 whole entry, looked up, the tested form may be a part): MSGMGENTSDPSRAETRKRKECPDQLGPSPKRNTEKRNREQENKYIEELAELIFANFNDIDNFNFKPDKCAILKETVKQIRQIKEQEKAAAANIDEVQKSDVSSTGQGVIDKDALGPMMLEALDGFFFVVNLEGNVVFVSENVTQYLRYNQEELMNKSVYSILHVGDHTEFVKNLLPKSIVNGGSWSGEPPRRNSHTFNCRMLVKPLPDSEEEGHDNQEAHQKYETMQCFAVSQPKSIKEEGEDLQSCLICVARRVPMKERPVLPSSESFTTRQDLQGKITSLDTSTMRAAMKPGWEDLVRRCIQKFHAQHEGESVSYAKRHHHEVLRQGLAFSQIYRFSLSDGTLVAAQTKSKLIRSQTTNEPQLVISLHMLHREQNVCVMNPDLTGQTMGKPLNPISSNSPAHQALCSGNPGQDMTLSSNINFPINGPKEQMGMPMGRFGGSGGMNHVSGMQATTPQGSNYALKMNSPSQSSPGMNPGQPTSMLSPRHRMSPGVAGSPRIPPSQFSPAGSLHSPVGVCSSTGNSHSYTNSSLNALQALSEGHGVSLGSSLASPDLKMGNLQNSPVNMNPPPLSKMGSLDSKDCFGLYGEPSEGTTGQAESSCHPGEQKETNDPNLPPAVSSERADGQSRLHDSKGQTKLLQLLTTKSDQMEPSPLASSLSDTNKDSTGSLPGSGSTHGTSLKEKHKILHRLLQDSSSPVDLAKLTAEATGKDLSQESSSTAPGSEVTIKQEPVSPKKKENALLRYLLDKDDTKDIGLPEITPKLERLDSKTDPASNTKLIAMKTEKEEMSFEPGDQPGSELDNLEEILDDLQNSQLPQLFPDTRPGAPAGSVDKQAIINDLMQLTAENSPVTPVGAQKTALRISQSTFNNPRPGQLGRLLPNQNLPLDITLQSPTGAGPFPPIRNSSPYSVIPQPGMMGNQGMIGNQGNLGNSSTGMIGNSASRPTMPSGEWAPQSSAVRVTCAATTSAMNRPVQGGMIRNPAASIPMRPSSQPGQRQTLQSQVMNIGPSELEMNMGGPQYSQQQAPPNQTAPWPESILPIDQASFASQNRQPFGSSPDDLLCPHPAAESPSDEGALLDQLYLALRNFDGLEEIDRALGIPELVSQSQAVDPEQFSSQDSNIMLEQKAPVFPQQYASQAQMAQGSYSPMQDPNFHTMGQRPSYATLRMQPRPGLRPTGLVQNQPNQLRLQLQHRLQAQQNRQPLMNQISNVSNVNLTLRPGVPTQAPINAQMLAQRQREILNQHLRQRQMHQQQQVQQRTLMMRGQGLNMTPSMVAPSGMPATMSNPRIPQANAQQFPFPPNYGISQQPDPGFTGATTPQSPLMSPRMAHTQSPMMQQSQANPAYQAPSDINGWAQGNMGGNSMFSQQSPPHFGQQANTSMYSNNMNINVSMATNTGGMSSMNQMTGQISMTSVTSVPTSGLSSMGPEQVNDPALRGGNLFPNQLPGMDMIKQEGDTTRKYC
NOD2-RIPK2 inh = NOD2-RIPK2 protein interaction inhibition | O43353 | CHO BLA complementation NOD2-RIPK2, CCF4 ratio | inhibition, % at 4.98 µM | 360,000 compounds, 0.38% hits; in the data active = inhibition above about 21%;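 also: 0% = vehicle only and 100% = reference blocker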
EBV LMP1 NFkB = reduces LMP1-driven NF-kappaB luciferase signal; LMP1-induced NF-kappaB luciferase reporter cells, luminescence; inhibition, % at 12.5 µM; 350,000 compounds, 0.69% hits; in the data active = inhibition above about 41%;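 also: 0% = neutral control wells and 100% = reference inhibitor control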
NR5A2 inv ag = inverse agonists of human LRH-1 (NR5A2). O00482. HEK293T StAR-luciferase reporter, LRH-1 transfected, 24 h. inhibition, % at 3.6 µM. 360,000 compounds, 0.13% hits. AID 602396;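 active = inhibition above the mean inhibition of all tested compounds plus 3 SD, cut at about 73% in these data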;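 also: 0% = DMSO wells and 100% = reporter-only cells lacking LRH-1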
TROY signal inh = inhibitors of TROY-dependent NF-kB signaling | AID 1347056 | 360,000 compounds, 0.98% hits | Q293 LMP1-TROYcd NF-kB luciferase reporter, 4 h | inhibition, % at 10 µM;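 active = compounds whose plate-normalised and pattern-corrected inhibition of the luciferase reporter signal at the single screening dose is 50% or more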
TRAIL sens C8 = sensitizes caspase-8 expressing cells to TRAIL; NB7+C8 cells + TRAIL, ATPlite viability luminescence; inhibition (viability loss, TRAIL sensitization), % at 10 µM; 360,000 compounds, 1% hits; AID 624354;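 active = compounds causing at least 50% loss of cell viability in the single-dose screen, relative to plate controls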
NCOA1 inh = inhibitors of human steroid receptor coactivator 1 (SRC1); inhibition, % at 3.6 µM; AID 588354; HEK293 GAL4-SRC1 luciferase reporter, luminescence; Q15788; 360,000 compounds, 0.12% hits;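 active = inhibition above the campaign mean plus 3 SD, with each screening campaign given its own cutoff, cut at about 60% in these data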;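 also: 0% = DMSO treated cells and 100% = gossypol at 36 µM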
NR2F2 inh = NR2F2 (human) inhibition, primary screen | P24468 | HEK293T NGFI-A luciferase reporter, luminescence | inhibition, % at 8.6 µM | 370,000 compounds, 0.7% hits;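 active = inhibition above a per-plate cutoff, mean inhibition of test wells between control levels plus 3 SD, cut at about 38% in these data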;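 also: cells cotransfected with COUP-TFII expression vector driving the NGFI-A reporter; 0% = median of COUP-TF2 test wells and 100% = reporter-only cells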
TLR9-MyD88 inh = inhibitors of human TLR9-MyD88 binding | CHO BLA complementation TLR9-MyD88, CCF4 FRET ratio | inhibition, % at 4.98 µM | 340,000 compounds, 0.21% hits | AID 504734;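 active = inhibition above the mean over all tested compounds plus 3 SD, cut at about 21% in these data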;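 also: 0% = DMSO only wells and 100% = clavulanate BLA inhibitor control wells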
TWEAK Fn14 block = blocks TWEAK-Fn14 interaction in a reporter cell assay. TWEAK-stimulated Fn14 reporter cells, luciferase luminescence, 8 h. inhibition, % at 10 µM. 360,000 compounds, 2% hits. AID 1159606; in the data active = inhibition above about 50%
SRC3 inh = inhibits human SRC3 coactivator. Q9Y6Q9. HEK293 GAL4-SRC3 luciferase reporter, luminescence. inhibition, % at 3.6 µM. 360,000 compounds, 0.17% hits;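 active = inhibition above a per-campaign cutoff, the mean of all compounds plus 3 SD, cut at about 60% in these data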;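 also: 0% = DMSO-treated cells and 100% = gossypol-treated cells at 36 µM; higher means less SRC3-driven luciferase light from the GAL4 reporter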
* = called active by the depositor; · = no result given. Only part of the results is shown; the hit share may differ from the screen's.

nr | canonical_smiles | SRC2 inh | NOD2-RIPK2 inh | EBV LMP1 NFkB | NR5A2 inv ag | TROY signal inh | TRAIL sens C8 | NCOA1 inh | NR2F2 inh | TLR9-MyD88 inh | TWEAK Fn14 block | SRC3 inh
1 | C[C@@H]1CCCCO[C@H](CN(C)C(=O)Nc2ccc(C(F)(F)F)cc2)[C@@H](C)CN([C@H](C)CO)C(=O)c2cc(NC(=O)Nc3ccc4c(c3)OCO4)ccc2O1 | 3.1 | 0.8 | · | 1.9 | -8.5 | 0.1 | -22.3 | 13.8 | · | -6.1 | 18.8
2 | O=C(CCN1C(=O)S/C(=C\c2ccc(F)cc2)C1=O)Nc1ccc(C(=O)O)c(O)c1 | -13.1 | -19.2 | 6.8 | 7.6 | -29.2 | 26.5 | 10.7 | 12.2 | -1.8 | 20.2 | 16.8
3 | CCOC(=O)C(C)Sc1nnc(-c2c[nH]c3ccccc23)n1C (centres undefined) | 27.3 | 3.8 | 2.1 | 19.1 | -17.8 | 1.6 | -7.8 | 5.3 | -6.7 | 15.2 | -2.7
4 | COCCN(CCOC)C(=O)c1ccc(SCc2ccc(C)cc2)c([N+](=O)[O-])c1 | 10.8 | 9.4 | 1.7 | 6.0 | -0.1 | -6.1 | -9.6 | 10.8 | 7.1 | 10.7 | 10.1
5 | COc1ccc(C(=O)Nc2ccc3c(c2)OCCO3)cc1Br | -63.5 | -2.2 | -32.7 | -117.7 | -34.6 | 43.0 | -80.5 | -29.9 | 2.9 | -22.1 | -84.6
6 | O=C(CCN1CCCCC1)NCNC(=O)CCN1CCCCC1 | -12.8 | 0.7 | -2.9 | 2.2 | -16.3 | 21.6 | 6.4 | 5.4 | 7.7 | 5.2 | 9.9
7 | CC1CN(C(=O)CNC(=O)Cc2cccc3ccccc23)CC(C)O1 (centres undefined) | -14.5 | -3.3 | -1.3 | 13.6 | 11.7 | -7.8 | -11.2 | -0.4 | -6.1 | 1.2 | 12.9
8 | CCC(C)Sc1cccc(-c2nc3ccc(Cl)cn3c2NCc2ccccc2)c1 (centres undefined) | · | -1.9 | -5.1 | 19.2 | -24.1 | 26.2 | -10.2 | · | 11.7 | 1.7 | 3.3
9 | CCOC(=O)C1CCN(C(=O)COC(=O)CN(C)S(=O)(=O)c2ccc(NC(C)=O)cc2)CC1 | -4.8 | -10.7 | 9.5 | 13.2 | -1.9 | 9.1 | 3.3 | -23.8 | -3.2 | -9.4 | 11.6
10 | COC(=O)c1c(C)c(C)nc(N)c1C#N | 9.9 | -8.5 | 2.5 | -23.9 | -8.7 | -14.1 | 7.4 | -0.4 | -6.8 | -1.1 | 15.8
11 | O=C(NCc1cn2ccccc2n1)c1ccc(Br)o1 | 1.0 | -1.9 | -0.5 | -16.1 | -8.2 | 11.7 | 1.2 | -13.1 | 0.9 | 8.0 | -35.7
12 | COc1ccccc1-n1cnnc1SCC(=O)c1c[nH]c2ccccc12 | -10.5 | -8.6 | -4.3 | 5.5 | 6.2 | -6.2 | -10.9 | 3.5 | 4.0 | 12.1 | 8.5
13 | COCCn1c(-c2ccsc2)nc2c1c(=O)[nH]c(=O)n2CC(C)C | -19.0 | -8.9 | 0.8 | -13.9 | -13.3 | 9.0 | 3.9 | 4.8 | -8.4 | -1.0 | 1.2
14 | O=[N+]([O-])c1cccc2c(S(=O)(=O)N3CCCCC3)cccc12 | -18.6 | 7.0 | -13.3 | 16.8 | 5.9 | 2.7 | 9.1 | 11.4 | -6.8 | 6.2 | 3.4
15 | Cc1ccc[n+](CC(=O)c2ccc(NC(=O)c3ccccc3)cc2)c1 | 6.9 | -8.7 | -1.1 | -12.7 | 1.4 | 8.6 | 10.7 | -9.8 | -5.9 | 7.6 | 3.6
16 | O=S(=O)(NCc1cccs1)NCc1ccccc1F | -5.5 | -10.4 | -2.7 | 12.1 | -5.0 | -8.7 | 3.1 | -28.0 | -0.4 | -11.1 | 17.0
17 | O=C1CCc2cc(NS(=O)(=O)c3ccc(F)cc3)cc3c2N1CCC3 | -33.6 | -9.8 | -4.3 | 6.2 | -23.1 | 3.8 | 1.6 | 0.1 | -1.9 | 8.8 | 6.0
18 | Cc1ccc(CN(C)C(=O)c2cccc(S(=O)(=O)N3CCc4ccccc43)c2)cc1 | -18.5 | -12.9 | -0.3 | 1.3 | -0.3 | 7.9 | -17.7 | -2.1 | -9.4 | -7.0 | -33.0
19 | CCCn1c(CCNc2nc(-c3cccc(Br)c3)cs2)nc2ccccc21 | -19.3 | 4.3 | 5.7 | -5.1 | -16.4 | 0.2 | 13.0 | -13.7 | -1.6 | 20.8 | -12.5
20 | O=C(CN1CCCCC1)Nc1cc(Cl)ccc1Oc1ccccc1 | -1.4 | -1.6 | -0.9 | -0.1 | -22.4 | 6.9 | 5.4 | 2.6 | -11.2 | -7.6 | 4.4
21 | C/C(=N\NS(=O)(=O)c1ccc(C)c([N+](=O)[O-])c1)c1cccs1 | -29.1 | 5.7 | -4.2 | -9.3 | -9.5 | -8.0 | -16.6 | 14.2 | -9.3 | -7.5 | -0.3
22 | COc1ccc(NS(=O)(=O)c2ccc(F)c(F)c2F)cc1S(=O)(=O)N1CCOCC1 | -5.5 | 5.9 | -9.4 | -12.3 | -12.8 | -0.3 | 1.4 | 4.9 | 0.9 | 5.2 | -8.6
23 | O=C1Nc2cc(C(=O)N3CCOCC3)ccc2S/C1=C\c1ccccc1 | 22.2 | -1.3 | 2.0 | 14.3 | 2.0 | 13.8 | 14.5 | -12.3 | 3.6 | 6.4 | 10.6
24 | CCOC(=O)c1c(-c2ccc(C)cc2)csc1NC(=O)/C(C#N)=C/c1ccc(O)c(OC)c1 | 23.6 | 1.3 | 15.3 | -0.2 | 10.3 | -5.9 | 7.2 | 8.8 | 6.2 | 8.5 | 13.3
25 | CCOC(=O)NC(=S)Nc1ccc(C(C)(C)C)cc1 | -14.9 | 1.3 | -8.0 | -20.6 | -35.0 | -6.1 | -28.9 | 2.9 | -2.3 | -29.3 | -10.4

Additional results
nr | canonical_smiles | SRC2 inh | NOD2-RIPK2 inh | EBV LMP1 NFkB | NR5A2 inv ag | TROY signal inh | TRAIL sens C8 | NCOA1 inh | NR2F2 inh | TLR9-MyD88 inh | TWEAK Fn14 block | SRC3 inh
26 | CCCCN1C(=O)CCC(C(=O)O)C1c1ccc([N+](=O)[O-])cc1 (centres undefined) | -10.6 | -5.3 | 0.1 | -3.5 | 11.2 | 6.1 | -6.0 | -17.6 | -0.9 | 3.6 | -13.3
27 | Cc1cc(NC(=O)CSc2ccc(-c3ccccc3)nn2)no1 | 3.0 | -0.9 | 2.8 | -35.9 | 1.9 | -5.5 | -15.2 | -0.1 | -2.9 | -4.1 | 1.5
28 | CNC(=O)c1ccc(N(Cc2ccccc2C)S(C)(=O)=O)cc1 | -6.9 | 2.7 | 1.8 | 0.8 | -1.9 | -7.3 | -3.5 | 2.3 | -3.8 | 5.0 | 4.1
29 | Cc1ccc(NC(=O)c2ccc(OC(=O)COc3cccc(Cl)c3)cc2)cc1 | -77.2 | 1.8 | -6.0 | -115.2 | -12.0 | 34.0 | -104.8 | -29.2 | -8.6 | 11.9 | -89.6
30 | CCN(CC)S(=O)(=O)c1ccc(NC(=O)c2cc(=O)[nH]c3ccccc23)cc1 | 11.4 | 0.5 | 1.0 | -2.9 | -4.1 | -2.7 | -25.6 | 16.7 | -4.6 | -12.8 | -7.4
31 | CCOC(=O)c1cnc(-c2ccccc2)nc1C(F)(F)F | -15.3 | 17.9 | -10.3 | 8.4 | -5.0 | 2.0 | -3.4 | -0.9 | 8.1 | -18.6 | -7.8
32 | Cc1ccc(CN2CCN(Cc3cnc(N(C)C)s3)CC2CCO)o1 (centres undefined) | 18.7 | 3.7 | -13.0 | 6.1 | 3.2 | 0.2 | -11.1 | -6.2 | 1.2 | 7.4 | 16.8
33 | COc1ccc(-c2nc3cc(C)c(Br)c(C)n3c2Cc2ccccc2C(F)(F)F)cc1OC | -3.2 | 0.8 | · | -27.0 | 16.4 | -12.8 | · | 3.3 | · | -5.8 | ·
34 | CC1CC[C@@]2(OC1)O[C@H]1CC3[C@@H]4C[C@@H](O)[C@@]5(O)C[C@@H](O)[C@H](O)C[C@]5(C)[C@H]4CC[C@]3(C)[C@H]1[C@@H]2C (some centres undefined) | -14.7 | 0.6 | 2.5 | 9.1 | 1.8 | 10.8 | -7.0 | 27.2 | -4.9 | -10.0 | -17.0
35 | CC(=O)Nc1ccc(N2CCCCC2)cc1 | -14.4 | 3.0 | 4.0 | 7.7 | -1.7 | -1.9 | 4.2 | 3.4 | 8.3 | -4.6 | 3.1
36 | CC(C)COC(=O)C(C#N)c1nc2ccccc2nc1N1CCN(Cc2ccc3c(c2)OCO3)CC1 (centres undefined) | 3.5 | 5.9 | 10.9 | 0.7 | -5.0 | -3.9 | 4.1 | -4.3 | -5.2 | 29.0 | -23.4
37 | CSCCC(NC(=O)c1ccco1)C(=O)N1CCC(C(N)=O)CC1 (centres undefined) | 9.2 | -2.1 | -2.2 | -4.3 | -11.6 | -10.9 | -17.6 | 13.6 | -10.8 | 10.7 | 6.9
38 | Cc1nc(C)c(CCNC(=O)c2ccccc2)s1 | 4.6 | -5.0 | 1.5 | 11.7 | -14.5 | -4.1 | 2.5 | -4.3 | -4.2 | -7.8 | -10.1
39 | CCOc1ccc(N/C=C/C(=O)c2ccc(OC)cc2)cc1 | -35.2 | 11.5 | 0.5 | -37.5 | -45.6 | -6.2 | -13.1 | -16.6 | 1.2 | -2.6 | -39.0
40 | CSc1ncccc1C(=O)N1CCN(S(=O)(=O)c2cc(C)ccc2C)CC1 | 2.9 | -0.9 | 4.9 | 6.2 | -1.2 | -13.4 | -3.9 | 3.1 | -1.5 | -5.0 | -18.5
41 | CC(=O)Oc1ccc(OC(C)=O)c2c1CC(C)=C(C)C2 | -7.5 | 0.8 | 6.2 | -5.2 | 7.5 | 22.6 | 2.5 | -9.5 | 7.4 | 25.6 | -18.7
42 | NC(=O)COc1ccc2oc(-c3ccccc3)cc(=O)c2c1 | -28.3 | 0.3 | 20.3 | -64.0 | -40.3 | 15.9 | -96.8 | -35.8 | 1.7 | -25.8 | -58.9
43 | CC(C)Oc1ccccc1OCCCOc1cccc2cccnc12 | 8.0 | 3.7 | -1.8 | -9.0 | 18.3 | -7.2 | 4.4 | 21.9 | -1.6 | -41.8 | 6.3
44 | Clc1ccc(OCCCNCc2ccccc2)c2ccccc12 | 7.5 | 4.9 | -1.3 | 22.5 | -56.2 | -4.4 | -9.5 | 10.9 | -14.1 | -38.0 | -30.8
45 | S=c1nc(-c2cc(Cl)ccc2Cl)[nH][nH]1 | -7.7 | -5.7 | 15.7 | -1.1 | 19.0 | 6.2 | -6.5 | 2.5 | 2.8 | 15.5 | 9.2
46 | COc1ccccc1N1CCN(C(=O)CCNS(=O)(=O)c2cc(Br)cnc2N)CC1 | 19.6 | -16.2 | -7.0 | 15.8 | 3.2 | -8.2 | 8.7 | 9.0 | -4.3 | 20.6 | 17.3
47 | COc1ccc(C(CNC(=O)CNC(=O)c2ccccc2)N2CCCC2)cc1 (centres undefined) | 11.3 | -2.1 | -5.9 | -4.4 | -4.8 | -2.1 | -2.5 | 5.8 | -5.2 | -8.4 | 17.0
48 | Cc1ccc(C(=O)OC(C)CN2C(C)CCCC2C)cc1 (centres undefined) | 7.6 | 0.8 | 2.9 | -7.1 | -14.8 | -6.8 | -8.3 | 3.8 | -10.6 | 10.6 | -0.6
